Screening results: PubChem BioAssay, several laboratories
Shn3 inh set2: reduction of Shn3 3'UTR firefly luciferase signal, primary screen, Schnurri-3 inhibitor project, cell-based, Clone20 osteoblasts, set 2; AID 588674, 2011; inhibition, % at 12.5 µM; Clone20 osteoblast Shn3 3'UTR firefly luciferase, 24 h; actives 0.52% (n = 360,000);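 active = mean inhibition of at least 75% with every replicate also reaching 75%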;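 also: 0% = median of neutral control wells and 100% = pilot-screen positive control compound; some compounds past the cut are filed as inactive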
NR2E3 ag-1: NR2E3 agonists in two-hybrid cells, primary screen, cell-based, luminescence, CHO-S, Gal4-NCOR/VP16-NR2E3; actives 0.35% (n = 360,000); AID 602229, 2012; luciferase; inhibition of corepressor binding, % at 3.98 µM; Photoreceptor-specific nuclear receptor (Homo sapiens), Q9Y5X4;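 active = inhibition above the mean of all tested compounds plus 3 SD, cut at about 70% in these data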;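 also: 0% = DMSO with NR2E3 transfected cells and 100% = cells lacking NR2E3 construct; higher means lower luciferase signal from less NR2E3 corepressor binding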
HIF-2a inh: HIF-2a reporter inhibitors, primary screen, luminescence, 786-0 RCC cells | 786-0 RCC cells HIF-2a reporter, luciferase luminescence, overnight | inhibition, % at 18.8 µM | actives 0.72% (n = 360,000) | AID 624352, 2012;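 active = inhibition of the luminescence signal of 40% or more relative to plate controls, in a single-dose primary screen at 18.75 µM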
Peg3 promoter: Peg3 promoter-driven luciferase inhibitors, primary screen, cell-based, HeLa, luciferase luminescence; HeLa PEG-Prom luciferase reporter, overnight; AID 588405, 2011; inhibition, % at 20 µM; actives 1.7% (n = 360,000);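 active = inhibition of at least 50% at 20 µM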
Cardio protect: cardioprotection against H2O2-induced cell death, primary screen, uHTS, H9c2 cells, ATPLite luminescence. actives 0.63% (n = 360,000). H9c2 cardiomyocytes, H2O2 injury protection, 2 h. protection from H2O2 cell death, % at 20 µM. AID 588492, 2011;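 active = compounds giving at least 50% protection of heart cells from peroxide-induced death in the single-dose screen, raw or plate-pattern-corrected value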;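 also: 0% = DMSO wells with peroxide and 100% = DMSO wells without peroxide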
CaV13 FRET inh: Disruptors of the CACNA1D IQ motif to Ca2+-dependent inactivation inhibitor domain association, primary screening, Förster resonance energy transfer in intact living …; HEK cells, CFP/YFP FRET ICDI-IQ, plate reader, 10 min; percent FRET-ratio fall versus neutral wells; inhibition, % at 12.3 µM; actives 0.098% (n = 340,000);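 active = mean replicate inhibition of at least 30% and at least 1% of replicates passing that level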;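 also: 0% = median of the neutral control wells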
iPSC survival up: enhancers of single-cell hiPSC survival, primary screen, ATPlite luminescence. survival enhancement, % at 20 µM. AID 602274, 2012. 100% = ROCK inhibitor wells, 0% = DMSO. actives 0.044% (n = 360,000); in the data active = survival enhancement above about 18%;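 also: cells exposed to compounds for 16 hours before the ATP read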
HTR2A ag: mouse Htr2a agonists via beta-arrestin recruitment, primary screen, cell-based, luminescence | 5-hydroxytryptamine receptor 2A (Mus musculus), P35363 | CHO-K1 mHTR2A beta-arrestin complementation; percent of 30 µM serotonin response | activation, % at 7.6 µM | actives 0.66% (n = 360,000);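 active = activation above a run cutoff, the mean activation of all tested compounds plus 3 SD, cut at about 14% in these data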;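 also: 0% = plate median of compound wells and 100% = 30 µM serotonin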
Target sequence (P35363 whole entry, looked up): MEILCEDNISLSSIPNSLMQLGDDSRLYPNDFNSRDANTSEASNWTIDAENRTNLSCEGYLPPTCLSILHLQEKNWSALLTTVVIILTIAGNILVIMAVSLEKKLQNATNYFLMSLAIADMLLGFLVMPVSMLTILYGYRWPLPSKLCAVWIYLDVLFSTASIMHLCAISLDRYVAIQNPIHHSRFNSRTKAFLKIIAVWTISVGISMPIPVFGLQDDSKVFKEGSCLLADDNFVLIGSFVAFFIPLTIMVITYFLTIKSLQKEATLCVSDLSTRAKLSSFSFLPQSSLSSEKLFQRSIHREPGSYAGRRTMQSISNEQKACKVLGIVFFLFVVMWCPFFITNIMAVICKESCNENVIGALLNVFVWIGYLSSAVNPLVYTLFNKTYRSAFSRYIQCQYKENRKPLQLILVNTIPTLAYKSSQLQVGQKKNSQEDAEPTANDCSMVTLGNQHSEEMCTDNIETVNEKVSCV
MITF TRPM1 inh: inhibitors of MITF-dependent TRPM1 promoter reporter, primary screen, cell-based, SK-MEL-5, single point, luciferase | SK-MEL-5 TRPM1 promoter luciferase, 24 h | inhibition, % at 12.5 µM | actives 0.83% (n = 330,000);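 active = mean inhibition across replicates of 60% or more, whatever share of single replicates reaches that level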; also: values of inactives mirror those of a sister screen read the other way
NR2E3 ag-2: inhibitors of NR2E3-RetCOR corepressor binding, primary screen, NR2E3 agonist project, biochemical, TR-FRET, GST-NR2E3, biotin-RetCOR; 1536-well; inhibition of corepressor binding, % at 4.78 µM; actives 0.12% (n = 320,000); AID 2300, 2010;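 active = percent inhibition above the cutoff of mean plus 3 SD of all tested compounds, set per screening campaign, cut at about 20% in these data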;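 also: 0% = DMSO wells and 100% = biotin wells as full block of FRET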
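Test system: GST-NR2E3 and biotin-RetCOR proteins | Quantity: 1.35 nM GST-tagged NR2E3 final | Medium: Tris pH 7.5 | Also added: 7 nM biotin-RetCOR | Dosing: Compound at 4.8 µM, single dose | Timing: 5 h at 4 °C | Detection: Time-resolved FRET | Read-out basis: Percent inhibition | Benchmarks: Biotin wells as high control, 0.6% DMSO wells as low control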
PDI inh: inhibitors of human PDI, primary screen, biochemical, turbidity, single point, plate reader | Protein disulfide-isomerase (Homo sapiens), P07237 | PDI insulin aggregation turbidity, A650, 90 min | inhibition, % at 10 µM | actives 0.052% (n = 350,000);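 active = mean inhibition across replicates of 30% or more, whatever share of single replicates reach that level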;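 also: absorbance from insulin aggregation driven by PDI reduction with DTT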
Target sequence (P07237 whole entry, looked up): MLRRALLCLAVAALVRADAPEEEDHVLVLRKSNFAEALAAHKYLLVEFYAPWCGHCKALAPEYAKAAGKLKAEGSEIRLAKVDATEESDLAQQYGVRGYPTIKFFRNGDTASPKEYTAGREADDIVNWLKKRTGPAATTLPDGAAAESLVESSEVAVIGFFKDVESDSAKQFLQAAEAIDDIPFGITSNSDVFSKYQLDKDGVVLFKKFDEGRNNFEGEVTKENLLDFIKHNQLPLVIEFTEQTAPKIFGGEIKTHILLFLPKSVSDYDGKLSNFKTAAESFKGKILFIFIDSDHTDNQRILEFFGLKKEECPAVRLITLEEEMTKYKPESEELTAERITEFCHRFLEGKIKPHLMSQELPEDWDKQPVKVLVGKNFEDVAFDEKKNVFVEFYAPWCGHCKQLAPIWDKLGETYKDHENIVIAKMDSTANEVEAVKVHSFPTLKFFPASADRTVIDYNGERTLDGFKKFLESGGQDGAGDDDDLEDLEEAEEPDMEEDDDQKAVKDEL
Starred values were filed as active, the others as inactive; . = no result given.

The opening three entries, to show the layout:
SMILES	Shn3 inh set2	NR2E3 ag-1	HIF-2a inh	Peg3 promoter	Cardio protect	CaV13 FRET inh	iPSC survival up	HTR2A ag	MITF TRPM1 inh	NR2E3 ag-2	PDI inh
COCCOC(=O)N1CCCCC1c1cc(C(=O)Nc2cccc3c2CCCC3)no1 (centres undefined)	10	3	15	16	-4	-4	-1.1	-4	.	.	-5
O=C(COC(=O)CSc1ccc([N+](=O)[O-])cc1)NCc1ccco1	57	-2	7	0	-2	-4	0.0	-4	1	1	7
COc1ccc(C(=O)O)cc1S(=O)(=O)Nc1cccc(C(F)(F)F)c1	-29	9	11	5	-1	.	0.3	1	8	-3	-17

The whole of this part, previewed entries included:
SMILES	Shn3 inh set2	NR2E3 ag-1	HIF-2a inh	Peg3 promoter	Cardio protect	CaV13 FRET inh	iPSC survival up	HTR2A ag	MITF TRPM1 inh	NR2E3 ag-2	PDI inh
COCCOC(=O)N1CCCCC1c1cc(C(=O)Nc2cccc3c2CCCC3)no1 (centres undefined)	10	3	15	16	-4	-4	-1.1	-4	.	.	-5
O=C(COC(=O)CSc1ccc([N+](=O)[O-])cc1)NCc1ccco1	57	-2	7	0	-2	-4	0.0	-4	1	1	7
COc1ccc(C(=O)O)cc1S(=O)(=O)Nc1cccc(C(F)(F)F)c1	-29	9	11	5	-1	.	0.3	1	8	-3	-17
O=c1c2ccsc2ncn1Cc1cccc(C(F)(F)F)c1	-2	-1	17	9	-4	.	-2.4	1	6	-1	-1
COc1ccc(-c2csc(/C(C#N)=C/Nc3cc4oc5ccccc5c4cc3OC)n2)cc1	-13	-9	-8	-11	-8	-6	-0.3	-1	-2	1	3
O=C(NC1CC1)c1cccc(NC(=O)C2CCN(S(=O)(=O)c3cccc(C(F)(F)F)c3)CC2)c1	15	-25	10	-4	-4	-7	-0.4	-8	12	.	-7
COC(=O)CCn1nc(-c2ccc(C)cc2)c2ccccc2c1=O	11	-14	28	16	10	-6	0.8	-4	5	1	5
Cc1ccc(-c2nc3ncccc3o2)cc1NC(=O)c1ccc([N+](=O)[O-])o1	-37	-21	54*	57*	8	.	-0.5	-5	82*	0	-3
Nc1ccn([C@H]2CC[C@@H](CO)O2)c(=O)n1	-4	-8	7	14	16	-5	4.7	1	1	5	-1
COC(=O)c1sc2nc3c(c(-c4cccs4)c2c1N)CCCC3	1	7	-14	1	-4	-22	1.3	1	-7	-2	0
CCS(=O)(=O)NC(C)C(c1cccs1)N1CCN(c2ccc(F)cc2)CC1 (centres undefined)	24	-18	3	5	-12	-3	-2.5	-1	-6	1	.
O=C(O)c1cc(CN2CCOCC2)oc1-c1ccccc1	-8	-42	5	-5	-2	-3	9.9	9	10	1	2
COC(=O)c1cc2sc(Cl)cc2n1CC(=O)NCCC(C)C	-13	-9	6	-2	0	-4	-0.2	4	-11	-1	-9
Cc1ccc(C)c(NC(=O)C(CC(=O)O)Cc2ccccc2)c1 (centres undefined)	-17	-11	11	0	-5	-6	0.5	7	1	1	9
Cc1cc(-c2ccco2)c(C#N)c2nc3ccccc3n12	-35	-44	-104	-102	30	.	-0.2	0	9	-1	1
O=C(CSc1nc2[nH]ncc2c(=O)n1-c1ccccc1)NCCc1ccccc1	18	-17	8	1	-2	5	0.0	-6	3	6	9
Cc1ccc(C(=O)NNC(=O)c2ccccc2O)cc1S(=O)(=O)N1CCCCC1	17	-16	-18	-5	36	-2	-0.3	9	13	2	-9
O=C(NC1CCCC1)c1cc(-c2ccccc2Cl)on1	-61	-144	-279	-297	-9	-3	-0.5	1	-69	-2	5
COc1cccc(CNC(=O)CCC2CCCN(C(=O)c3ccoc3)C2)c1 (centres undefined)	-20	14	9	-2	2	-3	-0.1	-2	11	1	3
CN1CCCCC1(C)C(=O)NCc1ccc(F)cc1 (centres undefined)	1	-19	16	5	4	-2	3.4	2	.	.	-12
Cc1ccn(CCC(=O)N2CCc3ccccc32)n1	1	-22	-17	1	0	-3	-0.5	-2	2	-2	9
O=S(=O)(c1ccc(Br)cc1Cl)N1CCN(CCO)CC1	-15	-3	10	3	-2	-4	-0.5	-3	3	4	1
CCOC(=O)C1(CCOc2ccccc2)CCN(Cc2ccc(OCCO)cc2)CC1	32	6	18	23	-2	-2	-0.7	3	4	-2	0
CCC(CC)NC(=O)Cn1c(C(C)NC(C)=O)nc2ccccc21 (centres undefined)	-15	-12	17	8	7	-2	0.2	3	15	-1	-5
O=C(NC1CCCC1)c1ccc(CNc2c(N3CCOCC3)c(=O)c2=O)cc1	-5	6	9	5	14	-6	-0.6	4	11	-1	-4
Cc1cc(C)n(CC(=O)N/N=C/c2cccs2)n1	-48	-20	-111	-76	7	-4	3.0	0	-29	0	-19
Cc1cc(N2CCCC2)ccc1/C=N/n1cnnc1	7	-4	10	-25	0	-3	-1.1	2	18	-1	-4
CC(C)n1c(Sc2nccn2C)nc2c1c(=O)n(C)c(=O)n2C	2	-13	19	13	3	-10	-0.8	1	-4	-4	2
Cc1cccc(N(C)c2ncnc3onc(-c4ccc(F)cc4)c23)c1C	20	-24	15	23	0	-5	6.4	-7	10	3	-1
CCN(C(=O)CCS(=O)(=O)c1cccc2nonc12)c1ccc(F)cc1	15	7	7	-4	-1	-7	0.0	9	-4	5	-13
CCCc1nc(SCc2ccc(Cl)cc2Cl)n[nH]1	-23	-27	-46	-38	-2	-4	10	-2	-21	-1	2
COc1ccc(C)cc1NC(=O)CC(O)(C(F)(F)F)C(F)(F)F	17	-6	15	14	3	-6	0.9	-1	-2	1	-8
CC1CCN(CC(=O)N2CC(=O)Nc3ccccc32)CC1	-8	-7	0	4	7	-4	-2.0	4	-24	-2	-3
CC(C(N)=O)N1C(=O)NC2(CCCc3ccccc32)C1=O (centres undefined)	3	-14	26	11	2	-5	0.2	14	-4	4	-1
COc1ccc([N+](=O)[O-])cc1NC(=O)COC(=O)c1ccccc1O	14	-34	16	9	-4	-14	0.1	5	3	2	0
COc1ccc(CCNc2nc(=O)[nH]nc2C)cc1OC	-3	-27	8	17	-1	-5	4.2	-1	-3	-2	-6
CCC(Sc1nc2sc(C(=O)OC)c(C)c2c(=O)n1N)C(=O)N(CC)CC (centres undefined)	26	-5	9	22	8	-5	1.3	2	-8	0	0
O=C(Nc1ccc(F)cc1)c1nc[nH]c1C(=O)Nc1ccccc1[N+](=O)[O-]	17	-20	16	7	4	-5	-0.6	-1	23	1	-4
O=c1oc(Nc2ccccc2F)nc2ccccc12	-16	-28	-126	-105	-10	-5	0.8	-2	4	3	0
NC(=O)c1ncn([C@@H]2O[C@H](CNCc3cccc(OC4CCCC4)c3)[C@@H](O)[C@H]2O)n1	10	-27	3	8	15	-6	-0.9	1	8	.	-5
CCOC(=O)c1c(NC(=O)Cc2cccs2)sc(C(=O)N2CCCCC2)c1C	9	-12	29	19	-5	-5	-2.6	3	1	2	-3
C/C(=C1\SC(N2CCOCC2)=NC1=O)c1ccc(C)cc1	-10	-28	8	16	8	.	1.9	-3	17	-4	2
C/C(=C\c1ccccc1)C(=O)Nc1ccc(S(=O)(=O)Nc2ncccn2)cc1	5	27	17	3	5	-2	6.5	3	1	3	6
CC(C)OC(=O)c1cc(-c2ccc(C=O)o2)ccc1Cl	1	-60	-45	7	-3	-3	0.6	-5	-4	-2	-6
O=C(CN1C(=O)NC2(CCc3ccccc32)C1=O)NCc1ccc(Cl)cc1 (centres undefined)	4	-3	18	1	11	-2	1.1	6	9	.	4
COc1ccccc1CNC(=O)COC(=O)Cc1ccc(Br)cc1	-23	-10	5	-6	-1	-5	0.1	16*	4	.	9
c1ccc2c(c1)CCN(c1nc(CN3CCOCC3)nc3sc4c(c13)CCCC4)C2	-4	-21	17	13	0	-2	-0.6	-1	3	-2	-16
O=C(/C=C/c1cccc([N+](=O)[O-])c1)NCCN1C(=O)S/C(=C\c2cccnc2)C1=O	-3	-4	-52	7	13	-4	-0.8	-1	-5	-1	-1
CC1(c2nnnn2Cc2ccccc2)CCC(=O)N1CCCN1CCOCC1 (centres undefined)	.	4	17	.	.	-7	0.6	-1	.	.	.
O=C(CCN1CCc2ccccc2C(c2ccccc2)C1)c1ccc2c(c1)OCCO2 (centres undefined)	47	-11	21	7	-34	.	-1.5	-8	-14	2	0
CC(C)CCN1C(=O)CC(NNC(=O)c2ccc(S(=O)(=O)N3CCCC3)cc2)C1=O (centres undefined)	-1	4	6	-9	-10	-2	0.4	-3	-9	1	4
Cc1ccc(C(=O)C(OC(=O)c2c(C)cc(=O)oc2C)c2ccccc2)cc1 (centres undefined)	-64	-13	20	13	-2	-6	-2.1	-4	5	3	-3
CN(Cc1ccccc1)C(=O)c1ccc(NC(=O)Cc2ccc(NC(=O)C3CCCN(C(=O)CCc4ccccc4)C3)cc2)cc1 (centres undefined)	78	-18	9	-9	-22	-5	-0.6	3	39	.	3
CCc1[nH]nc2c1C1(CCOC1C)C(C#N)=C(N)O2 (centres undefined)	-16	-4	13	12	9	-5	0.3	-5	-5	3	8
CCOc1ccc(OCC)c(NC(=O)C2CCCN(C(=O)c3ccc(Cl)cc3)C2)c1 (centres undefined)	25	10	14	9	2	-4	3.3	5	11	2	-6
Cc1ccc(NC(=O)CCc2nnc3ccc(N4CCOCC4)nn23)cc1C	16	-7	7	-4	-6	-5	3.7	7	-11	6	.
COc1ccc(CNC(=O)c2ccc(CS(=O)(=O)c3ccc(Br)cc3)o2)cc1	7	10	6	4	-14	-2	0.5	7	.	-1	.
CCc1c(C)nc(SCC(=O)N2CCCCC2CC)[nH]c1=O (centres undefined)	-11	-12	3	0	14	-2	-0.1	5	-6	-6	-5
CCOC(=O)c1c(S(=O)(=O)NCCc2ccc(OC)c(OC)c2)c(C)n(C)c1C	-22	0	11	-1	-3	-7	-0.5	16*	-4	2	2
CCCc1nc2c(Cl)cc(C(F)(F)F)cn2c1Cc1ccc(OC)cc1C	.	-9	-13	.	.	-5	0.0	3	.	.	.
CN1C(=O)c2ccc(Oc3ccccc3)cc2C1=O	-7	18	7	7	-6	10	2.2	-3	1	0	-3
O=C(NCc1ccc(Cl)cc1)C1CCN(S(=O)(=O)N2CCOCC2)CC1	12	-23	10	13	-9	-4	-1.4	-2	15	0	5
